OX1R antag-1 = blocks the human orexin 1 receptor; O43613; CHO/OX1R cells, Fluo-8 calcium fluorescence, orexin A; inhibition, % at 5 µM; 330,000 compounds, 0.43% hits; AID 434989;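 active = inhibition above its plate's threshold, mean inhibition of all tested compounds on the plate plus 3 SD, cut at about 37% in these data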;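 also: 0% = orexin A challenge wells and 100% = SB-334867-A antagonist wells; not every result past the cut was called active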
Target sequence (O43613 whole entry, looked up): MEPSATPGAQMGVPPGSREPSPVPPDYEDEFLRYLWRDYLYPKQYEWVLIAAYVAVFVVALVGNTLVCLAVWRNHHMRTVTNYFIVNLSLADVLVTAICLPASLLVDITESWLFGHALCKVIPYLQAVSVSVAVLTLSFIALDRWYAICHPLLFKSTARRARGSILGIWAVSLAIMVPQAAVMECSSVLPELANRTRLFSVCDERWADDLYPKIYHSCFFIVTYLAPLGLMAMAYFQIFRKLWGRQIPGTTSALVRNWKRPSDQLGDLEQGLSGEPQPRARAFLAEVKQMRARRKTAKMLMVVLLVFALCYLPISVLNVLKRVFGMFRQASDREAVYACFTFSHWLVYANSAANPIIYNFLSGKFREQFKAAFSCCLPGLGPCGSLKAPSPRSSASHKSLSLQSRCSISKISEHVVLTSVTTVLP
OX1R antag-2 = blocks the human orexin 1 receptor; 330,000 compounds, 1.8% hits; O43613; inhibition, % at 6.6 µM; OX1R-expressing cells, FRET antagonist read-out; AID 485270; in the data active = inhibition mostly above about 38%, no sharp cut-off; inactive = mostly below about 40%;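 also: 0% = agonist challenge alone and 100% = reference antagonist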
Starred values were filed as active, the others as inactive. Hits appear at their usual frequency, and some 2% of all compounds hit somewhere here.

Under each structure – OX1R antag-2, OX1R antag-1
- COCCN1CC(=O)N(c2cccc(C)c2C)C(c2ccc(Cl)cc2)C1=O (configuration not stated)
 : 6, -6
- O=C(CNC(=O)c1ccc(=O)[nH]c1)Nc1ccc(F)c(F)c1
 : 24, -4
- c1ccc(C[C@H]2CN=C(Nc3ccccc3)N2CCC2CCCC2)cc1
 : 22, -10
- Cc1cccc(C(C)C)c1NC(=O)C(C)OC(=O)Cn1cnc2c1c(=O)n(C)c(=O)n2C (configuration not stated)
 : -2, -28
- Cc1csc(NC(=O)c2cc3c(s2)-c2ccccc2OC3)n1
 : 69*, 10
- COc1ccc(N2C(=O)C3CCCN3C2c2cccc(Br)c2)cc1 (configuration not stated)
 : 12, -17
- O=C(NCCO)C(=O)Nc1cc2c3c(c1)CC(=O)N3CCC2
 : 14, -12
- COC(=O)CNC(=O)c1nn(-c2cccc(OC)c2)c(=O)c2ccccc12
 : 3, -21
- Cc1cc2nc(C)c3c(n2n1)CCC3
 : 12, 3
- CCOC(=O)Cn1c(=O)oc2cc(S(=O)(=O)N3CCn4c3nc3ccccc34)ccc21
 : 12, -14
- CCC(C)(C)NC(=O)C(c1cccc(OC)c1OC)N(Cc1ccccc1)C(=O)CCC(=O)Nc1cc(C)on1 (configuration not stated)
 : 17, -34
- CCOC(=O)c1c(N2CCCCC2)c2ccccc2[nH]c1=O
 : 6, -28
- Cc1ccc(-n2c(C)cc3c2CCCC3=O)cc1
 : 1, -5
- O=C(Nc1ccc(Cl)cc1C(=O)NCCN1CCOCC1)c1ccco1
 : -2, -11
- CCOC(=O)c1cc(C#N)c(N2CCN(c3ccc(OC)cc3)CC2)[nH]c1=O
 : 13, -22
- CCCn1c(C)cc(/C=C(\C#N)C(=O)OCC(=O)Nc2cc(OC)c(OC)c(OC)c2)c1C
 : 21, -37
- c1ccc2c(c1)nnn2-c1ncnc2sc3c(c12)CCCC3
 : 20, -27
- CCC1(C)NC(=O)N(CC(=O)NCC(=O)Nc2c(C)cc(C)cc2C)C1=O (configuration not stated)
 : 4, -10
- CSc1nncn1/N=C/c1ccc2c(c1)OCO2
 : 8, 7
- Cc1cccc(NS(=O)(=O)c2ccccc2)n1
 : 10, 10
- COc1cc(C(=O)Nc2ccc(C)c(S(=O)(=O)N(C)C)c2)ccc1OCC(=O)N1CCOCC1
 : 24, -8
- O=C(NCc1ccco1)c1nc(-c2ccc(F)cc2)no1
 : 21, -7
- CC1(C)CC(NC(=O)c2ccc(Cl)c(S(=O)(=O)N(Cc3ccccc3)c3ccccc3)c2)CC(C)(C)N1
 : 18, -17
- CCCCN(C)CCNC(=O)c1c[nH]c2ccc(S(=O)(=O)N(CC)CC)cc2c1=O
 : 12, -9
- CCCNC(=O)CN1C(=O)NC(c2ccccc2)(c2ccccc2)C1=O
 : 4, -6
- CCOC(=O)C(NC(C)=O)C(=O)Nc1ccc(C)cc1C (configuration not stated)
 : 14, -11
- O=C(NC(=S)Nc1ccccc1N1CCCCC1)c1ccccc1
 : 7, -56
- Cc1cc[n+](CCc2ccccc2)cc1C
 : 5, -17
- OC(CN1CCC(Cc2ccccc2)CC1)c1ccccc1 (configuration not stated)
 : 16, -36
- COc1ccc(OC)c(-c2csc(NC(=O)Cn3[nH]c(=O)c4ccccc4c3=O)n2)c1
 : 29, 2
- O=C(N/N=C/c1sc(=O)n(-c2ccccc2)c1Cl)c1ccccc1
 : 16, -11
- Cn1c(-c2ncc(F)cc2F)cc2onc(-c3c(F)cccc3Cl)c2c1=O
 : 2, -8
- Cc1ccc(-c2cnco2)cc1
 : -1, -16
- COC(=O)c1c(-c2ccccc2)csc1N
 : 8, 6
- O=C(NCCc1ccccc1)C1CCCN1C(=O)Nc1ccc(F)cc1 (configuration not stated)
 : 4, -24
- O=C/C(=C\Nc1ccc(Cl)cn1)c1nc2cc(Cl)ccc2o1
 : 16, -19
- Cc1ccc(-c2noc(CCCC(=O)NCC3CCCO3)n2)cc1 (configuration not stated)
 : 23, -21
- CC(CCc1ccccc1)NC(=O)c1cccc([N+](=O)[O-])c1 (configuration not stated)
 : 23, -14
- CCOc1cc(/C=N/Nc2ncnc(Cl)c2N)ccc1O
 : 54, 17
- CCOc1ccccc1N(CC(=O)N1CCCCCC1)S(C)(=O)=O
 : 9, -7
- O=C(NCc1ccc2c(c1)OCO2)c1ccc(Cl)c(S(=O)(=O)N2CCOCC2)c1
 : 4, 1
- Cc1cc(NS(=O)(=O)c2ccc(NC(=S)Nc3ccc(Cl)cc3C)cc2)no1
 : 3, -8
- OCC[C@@H]1C[C@H](O)[C@@H](O)[C@]2(CCCc3ccccc3O2)O1
 : 19, 2
- O=C(NC1(C(=O)NC2CCCC2)CCCCC1)c1ccc2c(c1)OCO2
 : 18, -16
- COc1ccccc1S(=O)(=O)Cc1ccc(C(=O)NCc2ccc3c(c2)OCO3)o1
 : 9, -14
- Cc1cc(C)cc(-c2nnc(SCC(=O)c3ccc4c(c3)OCCO4)o2)c1
 : -2, -5
- N#Cc1c(-c2ccc(F)cc2)nc2n(c1=O)CCS2
 : 1, -15
- Cc1ccc([C@@H]2[C@@H]3C(=O)N(c4ccccc4)C(=O)[C@@H]3[C@]3(C)C(=O)N(Cc4ccc(-c5ccccc5)cc4)CC(=O)N23)o1
 : 28, -27
- Cc1ccc(C)c(SCC(=O)Nc2ccc(C)c(S(=O)(=O)N3CCOCC3)c2)c1
 : 18, -3
- O=C(COC(=O)c1nc(Cl)ccc1Cl)NCc1ccc(Cl)cc1
 : 4, -19
- Cc1ccc(-c2nn(C)c(=O)c3ccccc23)cc1CN1CCCCC1
 : 8, -22
- CCOC(=O)c1ccc(Cn2c(-c3ccccc3)nnc2-c2ccccc2)o1
 : 26, -11
- COc1cccc(NC(=O)CN(C)S(=O)(=O)c2ccc3c(c2)NC(=O)CS3)c1
 : 21, -11
- O=C(O)c1cc(N/N=C/c2ccncc2)ccc1Cl
 : 16, -7
- Cc1ccsc1C(=O)Nc1ccccc1N1CCCC1
 : 7, -13
- CN(CC(=O)Nc1c(Cl)cccc1Cl)C(=O)Cc1ccc(S(=O)(=O)N2CCOCC2)s1
 : 6, -16
- COc1ccc(-c2nc3ccccc3nc2-c2ccccc2)cc1
 : 11, -57
- COc1ccc(OC)c(N(C(=O)c2snc(C(N)=O)c2N)C(C(=O)NCc2ccccc2)c2ccc(O)cc2)c1 (configuration not stated)
 : 14, -35
- O=C(NCc1ccncc1)C(=O)Nc1nc2ccccc2s1
 : 4, -6
- Cc1cc(O)c(-c2cc(O)c(C)cc2O)cc1O
 : 8, -8

(listing goes on)
Under each structure – OX1R antag-2, OX1R antag-1
- Cc1ccc(C(=O)N2CCC(C)CC2)cc1C
 : 7, -5
- COc1ccccc1CNC(=O)C(C)Sc1ccsc1[N+](=O)[O-] (configuration not stated)
 : 30, -6
- CC(C)(C)c1ccc(OCCCC(=O)N2CCOCC2)cc1
 : -1, 3
- Cc1ccccc1NC(=O)Cc1nc(COC(=O)c2cccc([N+](=O)[O-])c2)cs1
 : 17, -24
- COc1cccc(NC(=S)Nc2cc(C)cc(C)n2)c1
 : 13, -30
- Cc1cc(C)cc(NC(=O)C2CCCN2S(=O)(=O)c2ccc3c(c2)n(C)c(=O)c(=O)n3C)c1 (configuration not stated)
 : 6, -22
- CCOc1ccc(/C=N/NC(N)=S)cc1
 : 28, -8
- CC1CC(OC(=O)C(O)c2ccccc2)CC(C)(C)N1C (configuration not stated)
 : 8, 0
- O=C(Oc1ccc(N2C(=O)CCC2=O)cc1)c1ccccc1
 : 11, -11
- CC(NC(=O)/C(C#N)=C/c1cccs1)c1ccccc1 (configuration not stated)
 : 20, -25
- Cc1cc(NC(=O)Cc2ccccc2[N+](=O)[O-])no1
 : -2, -7
- COc1ccc(CN2C(=O)c3cccnc3C2=O)cc1S(=O)(=O)NCc1ccc(C)cc1
 : 14, -15
- CCCc1cc(=O)oc2c3c(cc(OCC(=O)NCC4CCC(C(=O)O)CC4)c12)OC(C)(C)CC3 (configuration not stated)
 : 14, -12
- COc1ccc(C(=O)OCC(=O)N2C(C)CCCC2C)cc1[N+](=O)[O-] (configuration not stated)
 : 48, -15
- Cc1ccsc1C(=O)OCC(=O)c1cc2ccccc2o1
 : 12, -8
- Cc1cc(Cl)cc(C)c1OCC(=O)N1CCN(c2ncccn2)CC1
 : -1, 9
- CC(C)OCCCNC(=O)C1CC(=O)N(C2CCCCCCC2)C1 (configuration not stated)
 : 0, -18
- O=C(Nc1cc2c(cc1Br)OCCO2)c1ccco1
 : 4, -9
- Cc1cccc(NC(=S)NNC(=O)c2ccc3c(c2)OCO3)c1
 : 11, -10
- O=C(Nc1ccc(N2CCCCC2)c(Cl)c1)c1ncn[nH]1
 : 18, -16
- O=C(N/N=C/c1ccc(F)cc1)c1ccc(Br)cc1
 : 14, -21
- CCCCNC(=O)C(=O)N/N=C/c1ccc(OCC(=O)Nc2cccc(OC)c2)c(OC)c1
 : 50, -1
- Clc1ccccc1OCCCCn1ccnc1
 : 20, -4
- COc1ccc(Cn2c(=N)c(C(=O)NC3CCCCC3)cc3c(=O)n4ccccc4nc32)cc1
 : 22, -32
- Cc1cccc(N2CCN(S(=O)(=O)c3cccs3)CC2)c1C
 : 12, -8
- COCC(=O)OCC(=O)Nc1cc(C(C)(C)C)nn1-c1ccccc1
 : 4, -10
- COC(=O)CSc1nc2[nH]ncc2c(=O)[nH]1
 : 1, -12
- O=C(CN(Cc1ccco1)C(=O)CNS(=O)(=O)c1ccccc1)NCc1ccccc1
 : 4, -23
- Cc1cc(C)c(C(=O)COC(=O)c2cccc(S(=O)(=O)NCc3ccccc3)c2)cc1C
 : 46, 17
- Cc1ccccc1-c1nc(SCc2ccccn2)c2c(=O)n(C)c(=O)n(C)c2n1
 : 33, -27
- COc1ccc(NC2=C(C(C)=O)C(c3ccc(OC)c(OC)c3)C(C(C)=O)C(C)(O)C2)cc1 (configuration not stated)
 : 19, -24
- Cc1cccc(C(=O)OC(C)C(=O)NC2CCCc3ccccc32)c1O (configuration not stated)
 : 14, -14
- CCCCn1cnc2cc(NCc3cccc(OC)c3O)ccc21
 : 12, -27
- O=C(CSc1nc(O)c(Cc2ccccc2)c(=O)n1-c1ccccc1)N1CCOCC1
 : 11, -5
- Cc1ccc(C(=O)O/N=C(\N)c2ccccn2)cc1C
 : 18, -3
- CS(=O)(=O)Nc1ccc(Cc2ccc(NS(C)(=O)=O)cc2)cc1
 : 15, 7
- CN(C)c1nc2ccccc2n(C)c1=O
 : 6, -16
- COc1ccccc1NS(=O)(=O)c1ccc(O)c(C(=O)OCC(=O)N2CCc3ccccc32)c1
 : 4, -6
- CCCc1ccc(Oc2cc(C)nc(N3CCOCC3)n2)cc1
 : 8, -10
- COC(=O)c1cc2ccsc2n1CC(=O)N(C)c1ccccc1
 : 7, -36
- OCCNCc1cccc(OCc2ccccc2Cl)c1
 : 16, -17
- Cc1cc(NC(=O)COC(=O)/C=C/c2ccc(C)o2)no1
 : 1, -17
- CCN(c1ccccc1)S(=O)(=O)c1ccc(C(=O)NCC2(N(C)C)CCCCC2)cc1
 : 6, 5
- CCN1C(=O)c2cccc3c(S(=O)(=O)NCc4ccccn4)ccc1c23
 : 57, -12
- Cc1cccc(NC(=O)CSc2ccc(-c3ccc4c(c3)OCO4)nn2)c1C
 : 8, -12
- Cc1nn(CC(=O)Nc2cc(S(=O)(=O)N3CCOCC3)ccc2Cl)c(C)c1[N+](=O)[O-]
 : -3, -9
- CCOC(=O)Cc1nnc(NC(=O)CCc2ccccc2)s1
 : 8, -31
- COc1ccc(C(OC(=O)c2ccco2)C(=O)NC(C)(C)C)cc1 (configuration not stated)
 : 3, -4
- CCC(C)NS(=O)(=O)c1ccc(OCC(=O)NCc2ccco2)cc1 (configuration not stated)
 : 5, -19
- COc1ccc(OC)c2sc(N3CCN(C(=O)c4ccc5ncsc5c4)CC3)nc12
 : 13, -24
- COCCn1c(N)c(Sc2ccc(C)cc2)c(=O)[nH]c1=O
 : 20, -13
- Cc1cc(C)cc(OCc2nnc(SCC(=O)N3CCCCC3)o2)c1
 : 15, -26
- CN(C1=NS(=O)(=O)c2ccccc21)c1ccc(OC(=O)c2ccccc2)cc1
 : 20, 13
- CCCCCOc1ccc(/C=N/NC(=O)c2nnn(-c3nonc3N)c2CN2CCCCCC2)cc1
 : 3, -6
- C(=N\n1cnnc1)/c1cccc(OCCOc2ccccc2)c1
 : 32, 0
- CCOc1ccc(C(=O)OCC(=O)N2CCOCC2)cc1OCC
 : 9, -15
- CCOC(=O)Cn1nnnc1CN(Cc1cccs1)Cc1cc2cc(C)cc(C)c2[nH]c1=O
 : 5, -13
- CC(C)(C)c1ccc(C(=O)N2CCC(C(=O)c3ccccc3)CC2)cc1
 : -6, -1
- Cc1ccc(C)c(N=Cc2cc3c(cc2[N+](=O)[O-])OCO3)c1
 : 43, -26
- CCOc1ccc(C(=O)N2CCN(c3ccccn3)CC2)cc1
 : -6, -6

The last 4 records of the section before come first, to join the parts.
Under each structure – OX1R antag-2, OX1R antag-1
- CCOC(=O)Cn1nnnc1CN(Cc1cccs1)Cc1cc2cc(C)cc(C)c2[nH]c1=O
 : 5, -13
- CC(C)(C)c1ccc(C(=O)N2CCC(C(=O)c3ccccc3)CC2)cc1
 : -6, -1
- Cc1ccc(C)c(N=Cc2cc3c(cc2[N+](=O)[O-])OCO3)c1
 : 43, -26
- CCOc1ccc(C(=O)N2CCN(c3ccccn3)CC2)cc1
 : -6, -6
- CCN(C(C)=O)c1nc(CSc2nnc(NC(C)C)s2)cs1
 : 14, -4
- C#CCNc1ccc(C(=O)OCC)cc1
 : 10, -9
- CCOC(=O)c1ccc(NC(=O)c2ccc[n+]([O-])c2)cc1
 : 25, -5
- CCOC(=O)C1CCN(Cc2ccc(C(=O)OC)cc2)CC1
 : -2, -6
- O=C(c1ccco1)N1CCN(C(=O)c2cc3sccc3n2Cc2ccccc2)CC1
 : 1, -30
- CC(C)Cn1c(=O)c(CCC(=O)Nc2ccc(N3CCOCC3)cc2)nc2cc(Cl)ccc21
 : 12, -12
- COc1cccc(N(CC(=O)Nc2cccc(C(C)=O)c2)S(C)(=O)=O)c1
 : 21, -20
